Assay outcomes (PubChem BioAssay)
ELG1 repair inh = inhibitors of ELG1-dependent DNA repair in HEK293T cells; HEK293T ELG1-luciferase reporter, luminescence, 16 h; DNA damage induced by 5-fluorouridine; Potency, µM (top dose mostly 46.1 µM), for the others: top-dose activity change, negative = inhibition, usual class: inhibitors; 330,000 tested, 2.3% active; note: potency is the fitted concentration of half-maximal effect; % is set by controls: 0 for no effect and ±100 for the full control effect; nearly all actives have a fitted effect of over 55% in size
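Reporter activity after DNA damage by 5-fluorouridine is monitored. Compound-treated cells incubate 16 hr at 37 °C, then ONE-Glo is added for 30 min before luminescence reading.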
TCR act = activates T cell receptor signaling. primary human leukocytes, anti-CD3, IL-2 HTRF, 48 h. 330,000 tested, under 10 active. Potency, µM (highest dose often 9.22 µM), without a hit: at the highest dose activation of IL-2 secretion, actives largely listed as activators. AID 504894; note: % of control where 0% means no effect
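Compounds are tested in HTS on primary human leukocytes co-incubated with a-CD3 beads for 48 hr. IL-2 output is measured by time-resolved FRET.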
TRPV1 ag = agonists of human vanilloid receptor 1 (TRPV1) | activation, % at 8.33 µM | AID 540275 | 320,000 tested, 0.19% active | TRPV1-expressing cells, Fluo-8 calcium influx, agonist mode; in the data active = activation above about 80%; inconclusive = between about 30% and that limit; note: 0% is about no effect
Target sequence (Q8NER1 whole entry, looked up): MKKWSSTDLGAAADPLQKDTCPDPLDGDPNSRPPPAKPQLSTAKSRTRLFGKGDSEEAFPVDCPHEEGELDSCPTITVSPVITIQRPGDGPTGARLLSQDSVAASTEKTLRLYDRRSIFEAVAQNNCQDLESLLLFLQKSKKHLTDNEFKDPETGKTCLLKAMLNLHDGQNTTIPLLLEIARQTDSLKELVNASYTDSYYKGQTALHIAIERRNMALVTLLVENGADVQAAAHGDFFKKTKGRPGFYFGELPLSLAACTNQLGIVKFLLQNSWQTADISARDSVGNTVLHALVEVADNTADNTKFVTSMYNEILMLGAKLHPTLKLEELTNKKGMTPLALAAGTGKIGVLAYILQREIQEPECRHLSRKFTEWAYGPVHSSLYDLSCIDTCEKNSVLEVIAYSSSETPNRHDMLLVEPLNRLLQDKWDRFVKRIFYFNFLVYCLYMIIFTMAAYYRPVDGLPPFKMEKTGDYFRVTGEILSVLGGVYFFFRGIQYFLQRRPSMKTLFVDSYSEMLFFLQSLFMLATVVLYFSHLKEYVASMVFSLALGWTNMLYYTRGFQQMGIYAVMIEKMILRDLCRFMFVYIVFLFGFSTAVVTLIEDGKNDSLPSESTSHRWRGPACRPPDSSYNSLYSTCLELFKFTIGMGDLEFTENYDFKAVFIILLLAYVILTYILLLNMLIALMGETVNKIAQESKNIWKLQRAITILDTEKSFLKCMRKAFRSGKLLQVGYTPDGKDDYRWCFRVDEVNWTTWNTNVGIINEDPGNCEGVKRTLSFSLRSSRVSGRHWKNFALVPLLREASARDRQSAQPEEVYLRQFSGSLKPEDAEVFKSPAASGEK
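Fluo-8 calcium influx in TRPV1-expressing cells, kinetic read (ex 480/em 520 nm). Compound added and read 3 min for agonist activity, followed by capsaicin at EC20 final and 2 min further read for enhancement.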
KCNH2 WT inh = inhibitors of human wildtype KCNH2 potassium channel. Q12809. U2OS, BacMam KCNH2, thallium flux FluxOr; active compounds read low. activity change, % at 1.84 µM. 340,000 tested, 0.37% active;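 active = maximum activity change below -70%; inconclusive = maximum activity change between -70% and -50%; inactive = maximum activity change above -50%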; note: % is set by controls: 0 for no effect and ±100 for the full control effect
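U2OS cells were transduced with wild-type KCNH2 virus (2.03 x 10^8 / mL) for 4 h at room temperature, then cultured overnight at 37 C. Thallium flux was read with FluxOr dye. Rate constants were normalized to DMSO controls.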
A-T KAP1 phos = potential ataxia-telangiectasia treatment. Potency, µM (titrated, usually from 57.5 µM), inactives show top-dose activation, most hits filed as activators. AID 485349. 320,000 tested, 0.19% active. […] A-T fibroblasts, KAP-1 phosphorylation AlphaLISA; neocarzinostatin DNA damage 30 min before lysis; note: potency is the fitted concentration of half-maximal effect; % of control where 0% means no effect; nearly all actives have a fitted effect of over 45% in size
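hTERT-immortalized A-T patient fibroblasts ([…]), 500 cells/well in OPTI-MEM, 1% FBS, got compounds for 60 min, then NCS for 30 min at 37C. Lysates were then assayed for phospho-KAP-1 by AlphaLISA (anti-pKAP1 donor, anti-KAP1 acceptor beads), 6 hr at 25C.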
Mito fusion yeast = blocks mitochondrial division or promotes mitochondrial fusion; S. cerevisiae fusion-defective mutant growth rescue, CellTiterGlo 48 h; Potency, µM (series often up to 46.1 µM), for the others: at the highest dose growth rescue (activation), most hits filed as activators; 320,000 tested, 0.23% active; AID 485298;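 note: potency is the fitted concentration of half-maximal effect; % of control where 0% means no effect; nearly all actives have a fitted effect of over 45% in size; temperature-sensitive fusion mutants such as fzo1-1 at 37 °C on non-fermentable ethanol glycerol medium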
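S. cerevisiae fusion-defective temperature-sensitive mutants (e.g. fzo1-1, mgm1-5) grown 48 h at 37C in YPEG (ethanol/glycerol non-fermentable) medium with 23 nl compound per well; growth rescue read as CellTiterGlo luminescence.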
USP2a inh = USP2a (human) protease inhibition; 330,000 tested, 0.01% active; Potency, µM (doses to about 38.3 µM), inactives show at the top dose activity change, negative = inhibition, most hits filed as inhibitors; USP2 core, Ub-CHOP2 coupled fluorogenic reporter, 485/531;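 note: potency is the fitted concentration of half-maximal effect; plate controls were DMSO wells for no effect and full inhibition by NEM control for full effect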
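Deubiquitinase activity read as fluorescence (485/531 nm) after Ub-CHOP2 cleavage activates the enterokinase reporter on its substrate; USP2 core 10nM, Ub-CHOP2 and substrate 25nM each, 30min compound preincubation then 60min RT; data normalized to NEM, curves fitted.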
TSHR antag = human thyrotropin receptor antagonism | P16473 | activity change, negative = inhibition, % at 11.5 µM | 330,000 tested, 0.2% active | TSHR-expressing cells, TSH-stimulated cAMP HTRF, 2 h; active compounds read low;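 active = activity change below a set negative limit, meaning inhibition stronger than a set level, cut at about -70% in these data; inconclusive = activity change between two set negative limits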; note: % is set by controls: 0 for no effect and ±100 for the full control effect
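Antagonism was scored as loss of TSH-driven cAMP in TSHR cells, stimulated with 4nM TSH (EC80) for 2 hours at 37 deg C and detected by homogeneous HTRF competition immunoassay.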
KCNH2 3.1 inh = KCNH2 3.1 (human) potassium channel inhibition; U2OS KCNH2 3.1, thallium flux FluxOr; active compounds read low; activity change, % (tested at about 1.8 µM); 340,000 tested, 0.95% active;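 active = maximum activity change below -70%; inconclusive = maximum activity change from -70% to -50%; inactive = maximum activity change above -50%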;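 note: thallium influx rate constant from kinetic fluorescence after stimulation buffer; % is set by controls: 0 for no effect and ±100 for the full control effect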
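Thallium flux via FluxOr fluorescence (Red40 quencher, 45 min loading) in U2OS cells virally expressing the KCNH2 3.1 isoform (1.77 x 10^8 /mL virus, overnight at 37 C). Rate constants from 2-min kinetic reads post-stimulation, normalised to positive and negative controls.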
Eya2 phos inh = blocks the phosphatase activity of human Eya2. Potency, µM (series often up to 76.9 µM), without a hit: at the top dose activity, negative = inhibition, most hits filed as inhibitors. O00167. 330,000 tested, 0.006% active. recombinant Eya2, OMFP fluorescence dephosphorylation (OMFP is methylfluorescein phosphate); note: potency is the fitted concentration of half-maximal effect; % is set by controls: 0 for no effect and ±100 for the full control effect
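Eya2 (0.2 uM) preincubated 10 min at ambient with compound, then OMFP substrate added at 50 uM; 10 min reaction in 50 mM HEPES pH 7.5, 50 mM NaCl, 5 uM MgCl2, 0.05% BSA, 1 mM DTT. Fluorescence read at Ex 485/Em 525 nm.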
The depositor's hits bear a star; ? = inconclusive; . = not tested or not shown; & = joins results of further samples; [ ] = remark or other dose. Unless noted, calls come from the whole dose curve; as a rule, active = well fitted curve in the direction sought with a large enough effect; inconclusive = small, poorly fitted or top-dose-only effect, or another doubt; inactive = no such curve, though single readings can be large; an effect the other way counts as inactive or inconclusive. Only part of the results is shown; count on the stated rates, not on these rows.

no.	mol	KCNH2 3.1 inh	A-T KAP1 phos	TCR act	Mito fusion yeast	TSHR antag	Eya2 phos inh	KCNH2 WT inh	USP2a inh	ELG1 repair inh	TRPV1 ag
1	C=CC[C@@H](Cc1ccc(F)cc1)C(=O)OC[C@H]1CCCN1C(=O)[C@H](CC=C)CC(=O)NCCO	1	3%	-10%	.	-24	0%	-16	12%	4%	.
2	CCNC(=S)N/N=C/c1cccc(OCc2c(F)cccc2Cl)c1	-15	-1%	2%[46.1 µM]	7%	-8	-2%	-7	-5%	?	10
3	COc1ccc(NC(=O)CSCC(=O)N(C)Cc2c(F)cccc2Cl)cc1	1	-1%	-3%	6%	-8	-20%	2	1%	-14%	15
4	CC1CC(C)(C)NC(=S)N1CC(=O)NCc1ccc2c(c1)OCO2 (configuration not stated)	3	0%	-5%	-4%	0	-7%	8	2%	13%	-2
5	CCOc1ccccc1NC(=O)c1cc(C(=O)c2cc(OC)ccc2O)coc1=N	10	2%	-2%[46.1 µM]	-1%	-6	2%	-6	1%	?	2
6	COc1ccc(C)cc1NC(=O)C1CCCN(S(=O)(=O)c2cccs2)C1 (configuration not stated)	1	7%	-3%	12%	-25	-16%	-13	0%	12%	6
7	CCOCCCNC(=S)N1CCC(C(=O)c2ccc3c(c2)OCCO3)CC1	-170*	2%	5%	-6%	-11	6%	2	0%	?	11
8	O=C(Nc1cc(C(F)(F)F)ccc1Cl)C1CCN(c2nnc(-n3cccc3)s2)CC1	-33	3%	2%	1%	-2	-1%	17	2%	13%	9
9	CCOc1ccc(S(=O)(=O)n2nc(C)c(S(=O)(=O)N3CCOCC3)c2C)cc1	21	-1%	2%	0%	6	12%	-4	-4%	8%	3
10	Cc1cc(C)cc(NC(=O)c2ccc([N+](=O)[O-])o2)c1	7	-2%	-1%	-20%	-8	-6%	-5	-1%	?	?
11	CCc1cc(=O)oc2cc(C)c(CN3CCCC(C)C3)c(O)c12 (configuration not stated)	-7	-2%	-7%	4%	-8	-26%	3	-25%	8%	-2
12	CSc1ccc(S(=O)(=O)Nc2ccc(F)cc2)cc1	7	5%	3%	17%	5	-10%	4	5%	-2%	-1
13	O=S(=O)(/N=C(/Nc1ccc(F)cc1F)c1ccc(Cl)cc1)c1ccccc1	-1	3%	2%	0%	-7	2%	10	2%	7%	0
14	Cc1ccccc1-c1nc(CS(=O)(=O)CC(=O)NCCCN2CCOCC2)c(C)o1	1	-2%	9%	-2%	10	2%	-4	4%	1%	4
15	O=C(NC1CCCCCC1)C1CCCN(c2ncccn2)C1 (configuration not stated)	-6	1%	-6%	26%	0	-4%	0	0%	?	3
16	CCOC(=O)N1CCN(C(=O)c2ccc(C)c(S(=O)(=O)Nc3cccc(C)c3C)c2)CC1	6	2%	-6%	4%	3	1%	17	1%	-7%	0
17	COc1ccccc1OC(C)C(=O)Nc1ccc2c(c1)OCCO2 (configuration not stated)	-4	-1%	9%	5%	10	-2%	1	1%	10%	?
18	Cc1ccc(CN2CC(C(=O)Nc3ccc(C)cn3)CC2=O)cc1 (configuration not stated)	-5	-5%	-1%	-1%	2	-21%	3	0%	7%	7
19	Oc1ccc(Cn2ccnc2)c2cccnc12	3	-4%	4%	4%	-9	18%	7	1%	-21%	1
20	O=C(O)CCCNc1cc(N2CCC3(CC2)OCCO3)c2noc3c2c1C(=O)c1ccccc1-3	.	2%	.	0%	-31	?	.	?	?	0
21	O=C(COC(=O)c1cc(S(=O)(=O)N2CCCCC2)ccc1Cl)NCc1ccco1	-1	-25%	-1%	-1%	7	?	-6	2%	-1%	7
22	O=C(Cn1c(O)c(N=NC(=O)c2ccncc2)c2ccccc21)Nc1ccccc1	14	-1%	-1%	-2%	-6	3%	-1	1%	23%	-2
23	CC(=O)NCCC(=O)N1CCCC(C(=O)c2ccc3c4c(cccc24)CC3)C1 (configuration not stated)	28	2%	-5%	-4%	-1	8%	16	0%	-3%	?
24	O=C(N=C1SC2CS(=O)(=O)CC2N1c1cc(Cl)ccc1Cl)C1CC1 (configuration not stated)	2	5%	4%	-5%	-10	-4%	-6	0%	4%	0
25	CCN1C(=O)[C@H]2[C@@H](c3ccc(-c4ccc(OC)cc4)c(OC)c3)N[C@@](CC(C)C)(C(=O)OC)[C@H]2C1=O	-20	3%	0%	.	0	-31%	-3	0%	13%	.
26	CCOC(=O)c1sc(N)c(C(=O)OCC)c1C	8	-14%	-2%	2%	1	0%	7	-1%	?	25
27	CC1CCN(CCCCOc2ccc(C(=O)c3ccccc3)cc2)CC1	-41	.	-2%	1%	-4	-1%	57	3%	?	-4
28	CC(=O)Nc1cc(C(=O)N2CCc3ccccc3C2)ccc1Sc1ccc(F)cc1	-39	7%	0%[46.1 µM]	6%	-5	0%	10	2%	-1%	2
29	Cc1ccc(C(=O)Nc2ccc(Oc3cccc(C(F)(F)F)c3)nc2)cc1	1	-1%	-1%	2%	-17	?	-5	3%	?	?
30	COc1ccc(-c2nc3ccccc3nc2-c2ccccc2)cc1	-2	7%	-6%	30%	6	-6%	4	2%	-19%	17
31	COc1cc(O)ccc1C(=O)CCc1ccc(O)cc1	14	-3%	.	3%	0	18%	-5	0%	20%	-3
32	COc1cc(NC(=O)c2cnc(N)s2)cc(C(=O)Nc2cccc(C(F)(F)F)c2)c1	-2&10	-23%	-1%	1%	-8	3%	7&-1	0%	0%	4
33	COC(=O)c1cccc(C23CC4(C2)[C@H](CN(Cc2ccc(-c5ccccc5)cc2)[C@@H]4c2ccccc2)C3c2ccc(C(F)(F)F)cc2)c1 (some centres not stated)	6	-6%	3%	-29%	13	3%	-5	0%	1%	2
34	O=C1N(c2ccccc2C(F)(F)F)O[C@]1(c1ccccc1)C1CCCC1	-8	0%	-1%	-36%[inhibitor]	-7	-16%	5	0%	?	16
35	Cc1cc2c(ncn2C(C)C)c(N)c1C	.	-4%	-3%	-10%	-3	?	-10	3%	9%	-2
36	Cc1ccc(C(=O)CSc2nnc(CNc3ccc(F)cc3)o2)cc1	20	0%	5%	25%	-14	?	-4	1%	?	14
37	CCOC(=O)c1c(NC(=O)/C=C/c2ccco2)sc(C)c1C	-36	-3%	4%	3%	0	-2%	-12	0%	1%	0
38	COc1cccc(NC(=O)/C=C/c2ccco2)c1	-11	-2%	3%	1%	-3	-3%	1	1%	?	?
39	O=C(Nc1cccn(Cc2cccc(F)c2)c1=O)NC1CCCCC1	32	3%	-3%	-1%	-12	7%	-1	-2%	?	23
40	COc1ccc(N2CC(NS(=O)(=O)c3ccc(F)cc3)CC2=O)cc1 (configuration not stated)	-3	17%	-1%	1%	-5	24%	2	0%	-6%	-4
41	O=C(COC(=O)C12CC3CC(CC(Br)(C3)C1)C2)NNC(=O)c1ccccc1	-1	4%	-5%	5%	-9	-2%	-4	3%	3%	13
42	C/C(=N/NC(=O)c1ccc2c(c1)OCO2)c1ccc(NC(=O)c2ccc(F)cc2)cc1	-8	1%	4%	-3%	8	0%	20	3%	?	3
43	O=C(NCCC(=O)N1CCN(c2ccccc2O)CC1)c1ccc(Cl)cc1	3	2%	3%	-4%	-4	-14%	-4	1%	-7%	15
44	COc1ccc(-c2c(-c3ccc(OCC(=O)NN)cc3O)n[nH]c2C)cc1OC	-1	-6%	-3%	-4%	-4	3%	4	0%	?	3
45	Cc1noc(/C=C/c2nn(C)cc2Cl)c1[N+](=O)[O-]	-21	11%	4%	-23%	9	-24%	-2	7%	?	2
46	COc1ccc(C(=O)NCCc2nnc(SCC(=O)Nc3ccccc3F)n2C)cc1	-15	0%	0%	0%	4	1%	12	8%	27%	-2
47	CS(=O)(=O)c1cnc2c(S(=O)(=O)c3ccccc3)cnn2c1N	16	4%	-9%	-2%	24	-3%	16	9%	2%	-2
48	O=C(Nc1c2c(nn1-c1cccc(Cl)c1)CS(=O)C2)c1ccc2c(c1)OCO2 (configuration not stated)	7	4%	-7%	1%	-20	8%	-10	-1%	9%	1
49	O=C(O)CN1C(=O)/C(=C/c2ccccc2Cl)Oc2ccccc21	-7	5%	-8%	13%	-15	-7%	-3	0%	3%	0
50	Cc1cc(-c2ccccc2)n2ncc(-c3ccccc3)c2n1	2	8%	-7%[46.1 µM]	13%	-11	2%	12	2%	?	-2
51	C=CCn1c(=S)[nH]c2sccc2c1=O	4	-7%	5%	-6%	14	-4%	.	0%	-14%	0
52	COC(=O)C1=C(C)NC(=O)/C1=C\c1cc(C)n(-c2cc(C)cc(C)c2)c1C	19	-2%	1%	11%	9	3%	-1	3%	?	4
53	CCOP(=O)(c1ccc(N(C)C)cc1)C(O)c1ccc(C)cc1 (configuration not stated)	5	-18%	-2%	20%	-6	1%	0	0%	-4%	-1
